# CSN deneddyl inh – inhibitors of human CSN-mediated cullin deneddylation; Q92905; Purified CSN, SCF-Nedd8-OG deneddylation, fluorescence polarization; inhibition, % at 12.5 µM; actives 0.38% (n = 360,000); AID 651999;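 active = pattern-corrected inhibition above about 35%, with an unprinted fluorescence ratio check between 0.5 and 1.5, limit read from the data, passing the limit was not always enough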;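 note: 0% = enzyme with substrate and 100% = substrate without enzyme; some results filed as inactive read as strong as hits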
# Target sequence (Q92905 whole entry, looked up, one chain of several): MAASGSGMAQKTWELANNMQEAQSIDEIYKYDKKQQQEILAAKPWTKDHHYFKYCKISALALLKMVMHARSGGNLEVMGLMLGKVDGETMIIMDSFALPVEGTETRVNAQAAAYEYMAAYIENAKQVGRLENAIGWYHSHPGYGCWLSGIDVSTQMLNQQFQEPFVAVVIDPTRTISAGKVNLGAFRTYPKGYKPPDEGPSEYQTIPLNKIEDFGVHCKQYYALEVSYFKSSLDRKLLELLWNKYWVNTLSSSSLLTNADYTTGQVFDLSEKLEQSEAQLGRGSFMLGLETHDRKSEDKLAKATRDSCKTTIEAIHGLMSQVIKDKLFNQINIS
#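 Assay system: purified human Csn5 enzyme expressed in HEK293T cells; measure: % inhibition; also added: SCFSkp2-Nedd8OG substrate at 10 nM final; technique: fluorescence polarization; times: reaction 90 min, room temperature; medium: Tris buffer pH 7.5, NaCl, DTT, Tween-20, trehalose, ovalbumin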
# Rpn11 inh – inhibitors of human proteasome Rpn11. O00487. human 26S proteasome, Ub4-pepOG fluorescence polarization; 20S core pre-blocked with epoxomicin. calls only at 20 µM. actives 0.59% (n = 360,000). AID 588493;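 active = inhibition at 20 µM, scaled to each plate's controls, above about 33%, limit read from the data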
# MsrA inh – bovine MsrA inhibition; actives 0.75% (n = 360,000); inhibition, % at 15.5 µM; AID 651718; purified bovine MsrA, absorbance read-out; in the data active = inhibition above about 4.5%;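 note: 0% = vehicle wells with enzyme and 100% = reference inhibitor wells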
# Scp1 inh – inhibitors of human Scp-1 phosphatase; AID 493091; Q9GZU7; actives 0.88% (n = 340,000); Recombinant Scp1, phosphopeptide, malachite green phosphate absorbance; inhibition, % at 20 µM;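 active = inhibition above about 50% at 20 µM, limit read from the data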;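 note: plate controls were DMSO wells with enzyme for no effect and wells lacking enzyme for full effect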
#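 Material – SCP-1 phosphatase catalytic domain, residues 76-261 · Buffer or medium – Acidic Tris acetate buffer with magnesium and detergent · Also added – Phospho 17-mer peptide substrate · Compound – single 20 µM dose, 1% DMSO · Times – 45 min room-temperature reaction, 5 min colour, 30 min stabiliser · Technique – Phosphate-binding colour reagent, absorbance read at 630 nm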
# TbMetRS inhib – blocks T. brucei methionyl-tRNA synthetase activity; purified T. brucei MetRS, ATP depletion, Kinase-Glo luminescence; inhibition, % at 11.9 µM; actives 0.4% (n = 360,000); AID 624268;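 active = inhibition above a per-plate cutoff of the control wells' mean inhibition plus 3 SD, cut at about 5.5% in these data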;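 note: 0% = DMSO wells median and 100% = median of wells with control inhibitor compound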
#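 Assay system: T. brucei methionyl-tRNA synthetase, purified | Medium: HEPES buffer with MgCl2, KCl, DTT, spermine, BSA, pyrophosphatase | Compound: 11.9 µM single point | Incubation: 15 min enzyme-compound preincubation, 2 h reaction, 10 min detection, 25 °C | Measured by: Kinase-Glo luciferase luminescence reporting remaining unconsumed ATP | Measure: % inhibition normalized to control-well medians | Replication: Singlicate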
# STEP block – STEP (human) phosphatase inhibition; recombinant STEP, OMFP fluorogenic substrate, fluorescence; inhibition, % at 20 µM; P54829; actives 0.25% (n = 360,000);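 active = inhibition at 20 µM, scaled per plate between control wells, above about 37%, limit read from the data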;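 note: 0% = DMSO with enzyme and substrate and 100% = substrate only without enzyme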
# Target sequence (P54829 whole entry, looked up): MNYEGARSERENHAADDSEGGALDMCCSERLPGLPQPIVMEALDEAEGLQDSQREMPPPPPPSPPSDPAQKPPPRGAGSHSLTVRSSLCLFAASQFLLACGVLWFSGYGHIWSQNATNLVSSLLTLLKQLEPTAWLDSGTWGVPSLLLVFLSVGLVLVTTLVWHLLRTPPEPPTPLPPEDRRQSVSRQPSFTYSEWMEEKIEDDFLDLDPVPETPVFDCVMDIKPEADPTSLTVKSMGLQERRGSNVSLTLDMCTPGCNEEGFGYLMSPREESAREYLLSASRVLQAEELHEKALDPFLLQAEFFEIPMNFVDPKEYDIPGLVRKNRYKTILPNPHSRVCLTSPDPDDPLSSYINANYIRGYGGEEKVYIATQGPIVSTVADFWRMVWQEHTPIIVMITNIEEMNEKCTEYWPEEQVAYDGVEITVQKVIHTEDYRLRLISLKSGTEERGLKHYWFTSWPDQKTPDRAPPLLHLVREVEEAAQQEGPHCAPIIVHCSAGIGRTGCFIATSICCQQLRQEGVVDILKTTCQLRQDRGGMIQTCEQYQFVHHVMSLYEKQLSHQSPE
#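 Material: STEP (striatal-enriched tyrosine phosphatase) enzyme, cell-free | Medium: 50 mM Bis-Tris pH 6.0 with 2.5 mM DTT and 0.005% Tween 20 | Read-out: Percent inhibition scaled to no-enzyme and uninhibited-enzyme controls, plate-pattern corrected | Signal: Fluorescence read at 480 nm ex / 540 nm em | Times: 20 min reaction, room temperature, in the dark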
# SUMO1-SIM PPI – alters human SUMO1 binding to SIM partners. actives 0.33% (n = 360,000). P63165. AID 602429. SUMO1 binding to a labelled peptide, TR-FRET, 1 h. inhibition, % at 20 µM; in the data active = inhibition above about 37%
# Target sequence (P63165 whole entry, looked up): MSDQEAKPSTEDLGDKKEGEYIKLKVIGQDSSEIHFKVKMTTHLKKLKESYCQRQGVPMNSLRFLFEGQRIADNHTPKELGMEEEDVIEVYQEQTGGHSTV
# NadD block – inhibitors of Staphylococcus aureus NadD | AID 602399 | purified NadD enzyme, colorimetric absorbance read-out | inhibition, % at 20 µM | actives 0.78% (n = 360,000); in the data active = inhibition above about 26%; note: some compounds past the cut are filed as inactive
# LMPTP inh – blocks human LMPTP phosphatase; P24666; recombinant LMPTP-A, OMFP fluorogenic substrate, fluorescence intensity; inhibition, % at 20 µM; actives 0.22% (n = 360,000);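 active = compounds that cut the enzyme signal by at least half of the control window in the single-dose screen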;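 note: plate controls were DMSO wells with enzyme plus substrate for no effect and substrate without enzyme for full effect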
#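 Assay system: LMPTP-A phosphatase enzyme | Input: 0.625 nM enzyme | Also added: Fluorogenic phosphatase substrate OMFP at 400 µM final | Compound dosing: One test concentration per compound, 20 µM, with 3% DMSO overall | Schedule: 50 min enzyme reaction at room temperature, protected from light | Signal: Fluorescence intensity | Benchmarks: no-enzyme and uninhibited controls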
# DNMT1 block – inhibitors of human DNMT1 | P26358 | DNMT1 molecular beacon, Hinp1I cleavage, fluorescence | inhibition (reported as % activation of signal), % at 10 µM | actives 0.83% (n = 360,000) | AID 588458; in the data active = inhibition above about 50%
# The depositor's hits bear a star; i = inactive; nt = no result given.
SMILES,CSN deneddyl inh,Rpn11 inh,MsrA inh,Scp1 inh,TbMetRS inhib,STEP block,SUMO1-SIM PPI,NadD block,LMPTP inh,DNMT1 block
CN(CC(=O)Nc1c(Cl)cccc1Cl)C(=O)c1n[nH]c2ccccc12,10.3,i,0.1,-3.4,-0.3,0.9,7.8,-0.6,-0.2,0.9
CCOc1ccccc1NC(=O)C1CCCN1C(=O)OCc1ccccc1 (centres undefined),3.9,i,0.1,-4.6,-1.4,2.5,-6.1,-5.4,-0.7,2.1
O=S(=O)(Nc1cc(Sc2ncn[nH]2)c(O)c2ccccc12)c1ccccc1,-7.3,i,63.4*,17.0,1.0,2.9,84.7*,16.3,9.1,24.2
Cc1[nH]c2ccccc2c1C(=O)CSC(=S)N(C)C1CCCCC1,3.0,i,-0.6,6.1,-0.7,-0.3,-2.5,-2.9,-0.8,2.5
C/C(=N\NC(=O)COc1ccc(C)cc1C(C)C)c1cc2ccccc2o1,-3.0,i,0.3,-5.6,-0.1,-4.6,-1.6,-3.7,2.1,-9.9
CC12CCC(C(=O)NCc3ccc4c(c3)OCO4)(CC1=O)C2(C)C (centres undefined),-2.0,i,0.9,1.1,-1.6,-2.1,-1.1,0.7,0.3,0.8
OCCOCCNc1ncnc2c1cnn2-c1ccc(Cl)cc1,3.0,i,0.3,1.1,-1.1,-2.3,0.0,2.9,-1.6,-1.4
O=C(CCS(=O)(=O)c1ccc(Br)cc1)N1CCN(c2ccccc2F)CC1,1.8,i,0.6,-0.5,0.1,3.0,3.2,-5.2,0.8,-0.4
COc1cccc2c3cccc(OC)c3c3[nH]cnc3c12,-2.9,i,1.7,9.6,-0.3,0.4,-102.3,4.5,29.2,11.9
CC(=O)Nc1ccc(S(=O)(=O)N2CCN(c3ccc([N+](=O)[O-])c(NCCN4CCOCC4)c3)CC2)cc1,-4.5,i,1.5,3.7,-0.8,1.9,-28.3,-4.0,3.7,-2.3
Cc1cccc(C2c3[nH]c4ccccc4c3CCN2C(=O)c2cc3c([nH]c2=O)CCCC3)n1 (centres undefined),-1.4,i,-0.1,-0.8,-0.4,0.4,-6.4,15.3,0.7,-4.8
COc1ccc(CN(C)C(=O)Cn2cnc3c(OCc4ccccc4)ncnc32)cc1OC,2.6,i,-0.2,-4.8,0.5,-0.2,-2.1,0.2,0.7,1.7
CCOC(=O)C1=C(C)N(Cc2ccccc2)C(=O)NC1c1ccc(OC)cc1 (centres undefined),0.8,i,-0.7,-10.4,-0.2,-2.3,-0.9,-11.1,1.3,6.7
COc1ccc(Cc2nnc(NC(=O)c3cccc(C)c3)s2)cc1,-14.3,i,-0.9,-7.3,0.0,-1.3,-2.3,-1.3,-0.6,1.0
CCCn1c2c(c(O)c(C(=O)Nc3ccc(OC)cc3)c1=O)CCCC2,2.4,i,1.0,-15.0,-0.6,4.8,1.6,-0.3,3.8,-5.7
Cc1sc(NC(=O)c2ccc(Br)s2)c(C(N)=O)c1C,0.9,i,1.3,-8.7,-1.1,-0.3,-2.5,-9.7,1.0,-9.6
Cc1ccc2c(c1)C1CN(C)CCC1N2C(=S)NC(=O)c1ccc(Br)cc1 (centres undefined),-4.3,i,1.3,-3.4,-0.1,0.8,-4.5,-1.2,1.4,-3.6
COC(=O)C1=C[C@@H](C(=O)OC)[C@@H]2C3=C(C(=O)[C@@]2(C)NC(=O)c2ccccc2)[C@H](C)n2c(=O)n(C)c(=O)n2[C@@H]3C1,-6.8,i,-1.3,-5.9,-0.5,1.3,-2.3,-4.4,-1.8,1.9
Cc1ccc(-c2nn(CC(=O)O)c(=O)c3ccccc23)cc1,-2.2,i,-0.9,-7.3,-0.5,-2.7,0.6,3.1,-2.4,0.9
CCCc1nnc(SCC(=O)N2CCCCC2)n1CC1CCCO1 (centres undefined),-1.9,i,-0.9,-3.6,0.3,-1.0,5.1,-3.1,-2.4,-0.8
CSC1=NSC2=NC(=O)/C(=C/c3coc4ccc(O)cc4c3=O)C(=N)N12,125.5,nt,1.9,22.3,0.1,-79.9,41.7*,17.8,5.7,82.3*
COc1ccc(CNC(=O)C2CC(c3ccc(F)cc3)=NO2)cc1 (centres undefined),-1.8,i,-0.5,-1.1,0.3,-0.1,0.1,-4.2,-0.9,10.3
Cc1c(C(C)(C)O)[nH]c2ccc(C(F)(F)F)cc12,-1.7,i,-0.5,-8.6,-0.4,-4.5,2.8,-4.2,0.3,-5.6
Cc1ccc(S(=O)(=O)N(C)CC(=O)OCc2nnc(-c3ccccc3)o2)cc1,-2.5,i,0.8,0.2,-0.7,2.3,-2.6,-2.0,-1.4,6.9
CCn1c(CCc2ccccc2)n[nH]c1=S,6.3,i,0.1,-6.2,-1.1,-2.0,-1.3,1.7,-1.8,0.9

# Some of the entries so far, with values under each structure:
# Value order: CSN deneddyl inh | Rpn11 inh | MsrA inh | Scp1 inh | TbMetRS inhib | STEP block | SUMO1-SIM PPI | NadD block | LMPTP inh | DNMT1 block
C/C(=N\NC(=O)COc1ccc(C)cc1C(C)C)c1cc2ccccc2o1
    -3.0 | i | 0.3 | -5.6 | -0.1 | -4.6 | -1.6 | -3.7 | 2.1 | -9.9
CC12CCC(C(=O)NCc3ccc4c(c3)OCO4)(CC1=O)C2(C)C (centres undefined)
    -2.0 | i | 0.9 | 1.1 | -1.6 | -2.1 | -1.1 | 0.7 | 0.3 | 0.8
OCCOCCNc1ncnc2c1cnn2-c1ccc(Cl)cc1
    3.0 | i | 0.3 | 1.1 | -1.1 | -2.3 | 0.0 | 2.9 | -1.6 | -1.4

# New compounds follow.
SMILES,CSN deneddyl inh,Rpn11 inh,MsrA inh,Scp1 inh,TbMetRS inhib,STEP block,SUMO1-SIM PPI,NadD block,LMPTP inh,DNMT1 block
CCN(CCCNC(=O)CCNC(=O)Cn1ccc2ccccc2c1=O)c1ccccc1,-5.9,i,-1.0,-0.6,-1.8,1.9,-4.2,5.3,0.4,-6.5
O=C(CC[C@H]1O[C@@H](n2ccc(=O)[nH]c2=O)[C@H](O)[C@@H]1O)N[C@H](Cc1ccccc1)C(=O)NCc1ccccc1,3.9,i,1.2,nt,-0.6,1.9,-1.6,-3.4,-1.6,-2.4
Cc1ccccc1NS(=O)(=O)c1cc(C(=O)Nc2cccnc2)ccc1C,-0.3,i,0.5,-4.8,-0.1,-1.3,7.1,-2.1,-1.0,-0.9
O=C(Nc1cccnc1)/C(N=Nc1cccnc1)=C(\O)c1ccccc1,1.4,i,0.4,-4.9,-0.3,-1.1,-6.9,-3.7,-0.9,3.6
CCc1cc(C(=O)Cc2nc3ccccc3s2)c(O)cc1OCC(=O)O,2.0,i,3.2,-10.4,0.6,1.1,-5.8,-0.9,-0.6,-2.2
COc1cc2c(cc1OC)C(c1ccc(-c3ccccc3Cl)o1)=NCC2,3.7,i,0.6,2.8,-0.4,0.5,-22.5,-2.8,5.1,-7.7
C[C@]12c3[nH]c4cc(-c5ccco5)ccc4c3CCN1C(=O)[C@@H](CC(=O)NCC13CC4CC(CC(C4)C1)C3)C[C@@H]2C(=O)N1CCOCC1,6.3,i,2.1,6.5,-0.6,0.5,1.9,20.9,2.8,-33.6
COc1ccc(CNC(=O)c2cc3c(s2)CS(=O)C3)cc1 (centres undefined),-5.0,i,-0.3,2.9,-0.7,-0.8,9.1,6.1,1.1,-10.3
Cn1c2ccccc2c2ccc3c(c21)C(=O)C=CC3=O,14.5,i,1.0,17.0,-0.1,0.6,7.8,29.8,14.2,-2.5
CCCNC(=O)C1(C)CCCN(C(=O)c2c(F)ccc(C)c2F)C1 (centres undefined),-5.3,i,1.2,nt,-0.2,0.7,0.1,0.9,-1.1,1.2
O=C(NCCc1ccccn1)C1CCN(S(=O)(=O)c2ccc(Cl)cc2)CC1,-4.3,i,2.3,-4.7,-0.2,-0.6,2.1,1.5,-1.4,0.5
CC(=O)Nc1ccc(NC(=S)Nc2ccc(F)cc2)cc1,6.4,i,1.2,-8.4,-0.2,0.7,-0.7,2.2,-2.0,-1.3
COC(=O)c1cc(CSc2nc3ccccc3[nH]2)oc1C,-0.6,i,1.4,0.0,-0.4,4.7,4.7,-7.8,0.7,-1.4
CC(SCc1ccccc1)C(=O)N/N=C/c1cccs1 (centres undefined),-9.1,i,1.1,0.0,-0.1,-0.3,-1.8,-1.6,0.0,22.6
COc1cc(/C=C2\SC(=O)NC2=O)ccc1OCc1ccc(Cl)nc1,4.5,i,1.4,0.1,1.7,3.5,23.1,0.2,28.2,1.3
COc1ccc(C2CC2/C(C)=N/OC(=O)c2cccs2)cc1 (centres undefined),3.0,i,0.6,-0.5,-1.3,3.4,-2.8,3.5,-0.1,0.7
CCn1c(SCC(=O)N=Nc2c(O)[nH]c3ccccc23)nc2ccccc21,-6.1,i,2.2,0.5,-0.5,5.4,-24.1,8.9,0.2,-0.6
CCc1nn(CC(=O)NCCC(C)C)c(=O)c2cc3c(OC)cccc3n12,-2.7,i,0.7,-7.3,-1.1,-2.3,-1.2,-0.6,-2.2,5.2
O=C(CC(C(=O)O)c1ccccc1)c1cccs1 (centres undefined),-1.8,i,-0.3,-10.8,0.3,0.9,-2.4,5.0,0.0,3.3
COc1ccccc1NS(=O)(=O)c1cc(NC(=O)/C=C/c2cccs2)ccc1N1CCOCC1,-9.2,i,2.9,-14.1,-0.3,2.3,1.6,2.7,3.5,-20.9
COc1ccc(CNC2C[C@H]3CCCC(=O)N4CC[C@@H](C2)[C@@H]34)cc1 (some centres undefined),0.5,i,1.4,6.5,-2.2,-2.4,0.3,-0.9,-1.4,7.4
CC(C)c1ccc(NC(=O)c2snc3ccc(Cl)cc23)cc1,0.1,i,0.7,-10.4,0.2,-0.9,-6.8,-1.6,4.3,3.1
CC1CCc2c(sc(NC(=O)C3c4ccccc4Oc4ccccc43)c2C(N)=O)C1 (centres undefined),-13.5,i,-0.6,-3.9,0.1,2.6,-1.7,7.3,0.6,-9.5
O=C(c1ccc(NC(=S)NCc2ccco2)cc1)N1CCOCC1,-0.6,i,-0.5,7.4,-0.7,-1.1,1.1,0.5,-0.7,-0.2
CC(=O)Cc1nsc(Nc2ccc(C)cc2)n1,-4.0,i,-1.2,3.8,-0.5,-0.1,1.3,5.5,0.2,-0.7
Cc1ccc(S(=O)(=O)Nc2cccc(C(=O)NCCCn3ccnc3)c2)cc1F,5.7,i,0.1,-3.9,-0.6,-3.0,-3.9,1.2,-4.3,-6.9

# Compound activity: PubChem BioAssay, several laboratories

# No enrichment for hits; about 3.9% have a hit in one of these screens.
